Screening results from PubChem.
FXIa inh – human FXIa protease inhibitors, primary screen, biochemical, single compound per well | Coagulation factor XI (Homo sapiens), P03951 | actives 0.3% (n = 33,000) | AID 687, 2007 | inhibition, % at 10 µM | purified human FXIa, fluorogenic AMC substrate cleavage;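 active means inhibition above 40% in the primary screen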;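 further: 0% = enzyme without compound and 100% = blank wells lacking enzyme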
FXIIa single – human FXIIa protease inhibitors, primary screen, biochemical, single well | actives 0.2% (n = 33,000) | inhibition, % at 10 µM | AID 701, 2007 | purified human FXIIa, AMC substrate fluorescence, 2 h; in the data active means inhibition above about 30%;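 further: 0% = enzyme with vehicle only and 100% = no enzyme blank; many of its hits are not listed in these tables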
Target sequence (P00748 20-372 limits assumed): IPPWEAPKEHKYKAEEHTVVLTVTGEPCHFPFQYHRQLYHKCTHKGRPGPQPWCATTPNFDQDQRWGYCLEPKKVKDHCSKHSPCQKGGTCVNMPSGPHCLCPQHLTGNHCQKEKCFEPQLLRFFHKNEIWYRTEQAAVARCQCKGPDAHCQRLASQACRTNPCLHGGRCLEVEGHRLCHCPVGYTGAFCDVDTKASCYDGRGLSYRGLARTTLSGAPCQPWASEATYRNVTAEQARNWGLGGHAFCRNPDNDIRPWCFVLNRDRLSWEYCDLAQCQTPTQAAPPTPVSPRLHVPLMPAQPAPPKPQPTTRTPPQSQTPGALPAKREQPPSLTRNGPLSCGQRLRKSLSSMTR
Target sequence (P00748 373-615 limits assumed): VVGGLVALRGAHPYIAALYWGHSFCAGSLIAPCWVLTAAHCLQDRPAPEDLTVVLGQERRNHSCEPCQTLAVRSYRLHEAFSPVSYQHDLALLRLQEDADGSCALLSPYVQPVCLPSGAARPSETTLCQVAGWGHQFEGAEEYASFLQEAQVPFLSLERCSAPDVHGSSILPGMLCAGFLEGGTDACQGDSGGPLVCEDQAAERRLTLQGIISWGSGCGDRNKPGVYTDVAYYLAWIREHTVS
* hit, by the source's call.

FXIa inh,FXIIa single,canonical_smiles
13,4,COC(=O)Cc1nnc(NC(=O)C(C)C)s1
-11,7,CC(C)C[C@H](NS(=O)(=O)c1ccc(Br)cc1)C(=O)O
-4,4,COc1ccc(CNc2ccccc2SC)cc1OC
11,6,COc1ccc(C=NC(CO)C(O)c2ccc([N+](=O)[O-])cc2)cc1 (stereo not given)
-5,4,COc1ccc(-c2cn(-c3ccc(C)cc3)c(=O)n2CC(=O)Nc2cccc(F)c2)cc1
-7,-2,CCOc1cccc(-c2nnc3sc(-c4ccco4)nn23)c1
-4,20,Cc1cccc(C)c1NC(=O)c1ccc(-c2ccc(Cl)cc2Cl)o1
-2,1,CSc1nc2nc(-c3ccccc3)cc(C(F)(F)F)n2n1
-7,8,Cc1cccc(C)c1OCC(O)CNC(C)C (stereo not given)
-4,5,CC1CCc2c(sc3ncnc(N4CCN(S(=O)(=O)c5cccc6nonc56)CC4)c23)C1 (stereo not given)
-7,7,Cc1ccccc1/C(N)=N/OC(=O)/C=C/c1ccccc1
-5,-4,O=C1C2N=NN(CC(=O)N3N=C(c4cccc5ccccc45)CC3c3ccccc3)C2C(=O)N1c1ccccc1 (stereo not given)
-14,5,O=C(Nc1ccc(N2CCOCC2)cc1)c1ccncc1
-2,4,CCCOC1CCCN(C(=O)c2cc(Cl)c(Cl)cc2C(=O)O)C1 (stereo not given)
-1,-4,CCOc1ccc(N=c2scc(-c3ccccc3)n2CCO)cc1
17,7,CC(C)N=C(NC#N)SCc1ccc(F)cc1
0,5,COC(=O)c1ccccc1NC(=O)CN1C(=O)c2ccccc2S1(=O)=O
-6,8,CCCOc1ccc(CC(=O)NCC2(c3ccccc3)CCOCC2)cc1OC
-3,7,Cc1ncc([N+](=O)[O-])n1CC(O)CCl (stereo not given)
0,6,CC(C)Oc1ccc(NC(=O)c2ccncc2)cc1
-6,6,Cc1ccc(-n2cccc2/C=N/n2cnnc2)cc1Cl
-6,-2,Nc1nnc(CCS(=O)(=O)c2ccc(Cl)cc2)s1
26,6,Cc1ccc(S(=O)(=O)/N=c2\sccn2C)cc1
-67,-12,COc1cc(/C=N/Nc2snc(SC)c2C#N)cc(OC)c1OC
19,-14,Cc1c(Cl)cnc(NC(=O)COC(=O)CCS(=O)(=O)c2ccccc2)c1Cl
7,8,Cc1noc(C)c1C(=O)Nc1sc2c(c1C(N)=O)CCCCC2
10,5,CC(=O)c1[nH]c(C)c(C(C)=O)c1C
-3,17,CC(C)(C)c1cc(C(=O)O)nn1-c1ccccc1
1,-2,CCc1nc(SCC(=O)O)c(C#N)cc1C
-10,9,CCOC(=O)C(CSCC(=O)c1ccc(Cl)cc1Cl)NC(=O)OC(C)(C)C (stereo not given)
4,3,COc1cc(S(=O)(=O)NCc2cccnc2)c(OC)cc1Br
13,9,COc1ccc(-c2cc(C3CCN(c4ncccc4[N+](=O)[O-])CC3)[nH]n2)cc1
2,5,Cc1ccccc1C(=O)Nc1ccc2c(c1)OCO2
-2,5,Cc1ccc2ncccc2c1NS(=O)(=O)c1ccccc1
1,7,COc1ccc(NC(=O)Cn2c(-c3ccc(OC)cc3)cn(-c3ccc(C)cc3)c2=O)cc1
1,-13,N#Cc1c(NC(=O)CSc2ncc(-c3ccccc3)n2CC2CCCO2)sc2c1CCCC2 (stereo not given)
-22,6,COc1ccc(/C(O)=C2/C(=O)C(=O)N(CC3CCCO3)C2c2cccc(O)c2)cc1 (stereo not given)
-10,7,CCNCCC(=O)N1c2ccccc2Sc2ccc(NC(=O)OCC)cc21
-12,6,Cc1cc(C)c2cc(CN(Cc3nnnn3Cc3ccc(F)cc3)C3CCCC3)c(=O)[nH]c2c1
-4,8,CCCCOC(=O)CNc1n[nH]c(=S)[nH]c1=O
4,3,CCn1c(SCC(N)=O)nc2c(c1=O)C1(CCCC1)Cc1ccccc1-2
6,6,CC(C)OC(=O)CCNc1n[nH]c(=O)[nH]c1=O
-3,-2,O=C(CSc1nc2ccccc2c(=O)n1-c1cccc(C(F)(F)F)c1)NC1CC1
-5,2,COCCNc1oc(-c2ccc(C)cc2)nc1C#N
3,6,COC(=O)Nc1ccc(S(=O)(=O)Nc2cccc3ccccc23)cc1
0,5,Cc1cccc(-c2nsc(SCC(=O)Nc3nccs3)n2)c1
-8,5,CC(C)(C)OC(=O)C1C(=O)CC(C)(O)C(C(=O)OC(C)(C)C)C1c1cccnc1 (stereo not given)
8,4,O=C(NCc1ccc2c(c1)OCO2)C1CCN(S(=O)(=O)c2ccc(Br)s2)CC1
-2,12,CC1(C)CC(=O)C(C=Nc2cccc(/N=C/C3=C(O)CC(C)(C)CC3=O)n2)=C(O)C1
-4,2,CN(C1=C(N2CCCCC2)C(=O)c2ccccc2C1=O)c1ccccc1

Following part
FXIa inh,FXIIa single,canonical_smiles
-9,7,CC(=O)c1c(C)[nH]c(C(=O)CSc2nnc(-c3ccccc3)n2Cc2ccc3c(c2)OCO3)c1C
1,-5,CC(C)(C)NC(=O)CCC1COc2ccccc2O1 (stereo not given)
1,4,CCN(CC)CC(=O)NCC1(c2ccccc2)CCOCC1
5,7,CSc1ccccc1C(=O)NC1CCCC1
4,21,CCOC(=O)/C=c1\s/c(=C\c2ccc3c(c2)OCCO3)c(=O)n1CC(=O)NCC1CCCO1 (stereo not given)
3,7,CN1CCc2c(sc3ncn4nc(-c5ccccc5O)nc4c23)C1
3,7,Cc1cc(NC(=O)CSc2nc3ccc(Cl)cc3[nH]2)no1
3,14,O=C(CN(c1ccc(F)cc1)S(=O)(=O)c1ccc2c(c1)OCCO2)NCC1CCCO1 (stereo not given)
-12,3,CN(C(=O)COC(=O)c1c[nH]c(=O)[nH]c1=O)C1CCCCC1
0,-3,C=CCOc1c(OC)cc(Cl)cc1C1NC(=O)NC(C)=C1C(C)=O (stereo not given)
27,-16,CS(=O)(=O)N(CC(=O)Nc1cccc(Cl)c1)c1ccccc1Cl
-4,6,Cc1noc(C)c1CSCC(=O)NC1=NCCS1
1,-9,Cc1ccccc1-n1nc2c(c1NC(=O)c1ccc(Br)o1)CSC2
10,4,CC(=O)Nc1sc2c(c1CN1CCN(c3ccc(F)cc3)CC1)CCCC2
7,5,CCOC(=O)C1CCN(c2nc3ccccc3nc2C(C#N)C(=O)OC(C)C)CC1 (stereo not given)
0,0,COc1cc(C2C(C#N)=C(C)NC3=C2C(=O)CC(C)(C)C3)ccc1OCCO (stereo not given)
0,8,Cc1ccc(NC(=O)CSC2=C(C#N)C(c3ccco3)CC(=O)N2)cc1 (stereo not given)
0,3,Cc1nnc(NC(=O)CC(CN(C)S(=O)(=O)c2ccccc2)c2ccccc2)s1 (stereo not given)
-9,-1,CCc1nnc(NC(=O)CCC(=O)NCc2ccccc2OC)s1
-11,6,Cc1cc(C(=O)CSc2nc3ccc(Cl)cc3[nH]2)c(C)n1CC1CCCO1 (stereo not given)
1,11,CC1(C)CC(=O)c2sc(NC(=O)c3cccs3)nc2C1
1,7,COC(=O)c1ccc(NC(=O)c2ccccc2SC)cc1
1,-8,CCCC(=O)N1CCCC(c2nc(-c3cccs3)no2)C1 (stereo not given)
27,-11,CCOc1ccc(N=Cc2c(O)n(-c3cccc(C)n3)c(=O)c3ccccc23)cc1
3,-12,CN1C(c2ccc(F)cc2)=CS/C1=C(\C#N)c1nnc2n1-c1ccccc1SC2
-9,2,CCOC(=O)CN(c1ccccn1)S(=O)(=O)c1ccccc1
0,3,CCn1c(CC(=O)Nc2ccc(C)cc2)nnc1SCC(=O)Nc1nc(C)cs1
4,21,O=C(CCn1cnc2ccccc2c1=O)Nc1ccc(S(=O)(=O)N2CCCCC2)cc1
-6,-20,Cc1cc2ncc(C(=O)Nc3ccccc3)c(C)n2n1
-7,2,CC1CCC(C(C)C)C(OC(=O)C2=C3c4ccccc4S(=O)(=O)N3CC2)C1 (stereo not given)
14,4,Cc1nc2ccccc2cc1C(=O)O
4,10,CCOC(=O)C(CCCOc1ccccc1C)C(=O)OCC
7,3,Cc1cccc(OCc2nc(-c3ccccn3)n[nH]2)c1
2,8,S=c1[nH]c2cc(Cl)ccc2s1
3,4,CCN(CC)CCOC(=O)C1c2ccccc2Oc2ccccc21
7,7,CCOC(=O)CCP(=O)(O)C(O)(c1ccccc1)c1ccccc1
2,0,O=C(O)COc1ccc2nsnc2c1Cl
-1,6,COc1ccc(C(=O)Nc2ccccc2-c2nnn(CC(=O)NCc3ccco3)n2)cc1
-5,6,COc1cc(NC(=O)C(C)C)ccc1NC(=O)c1ccco1
0,11,CC(C)CCn1c(C(C)O)nc2ccccc21 (stereo not given)
0,5,O=C(O)CCC(=O)N1CCN(c2cccc(Cl)c2)CC1
4,4,Cc1cccc(-n2ncc3c(N4CCc5ccccc54)ncnc32)c1
-8,9,COc1ccccc1N1Cc2ccccc2C1
2,2,Cc1ccc(-c2ccc(=O)n(CC(=O)N3CCN(c4cc(Cl)ccc4C)CC3)n2)cc1
6,-12,Cc1nc(N)sc1-c1csc(NCc2ccccc2)n1
12,9,N#CC1=C(N)NC(SCC(=O)c2ccc(Cl)cc2)=C(C#N)C12CCCC2
-7,4,CCCN(CCC)c1nc(N)c(C#N)c(CC#N)c1C#N
-1,6,CCOC(=O)COc1nc(C)c(Br)c(OC)n1
-1,11,CCOC(=O)Cc1c(C)nc2cc(-c3ccc(C(C)(C)C)cc3)[nH]n2c1=O
7,5,CN(C)S(=O)(=O)c1ccc(C(=O)Nc2cccnc2)cc1

Next entries
FXIa inh,FXIIa single,canonical_smiles
-11,5,Cc1ccc(NC(=O)CSc2nnc(-c3ccncc3)n2C)cc1C
-4,7,COc1ccccc1C1CC(=O)NC(C)=C1C(=O)OCC1CCCO1 (stereo not given)
0,7,Cc1cc(/N=C/C=C2\N(C)c3ccccc3C2(C)C)n(CCC#N)n1
1,6,O=C(c1ccco1)N1CCN(C(c2coc3ccc(Cl)cc3c2=O)c2nnnn2C2CCCC2)CC1 (stereo not given)
-1,-1,Cc1cccc(N2CCN(C(c3ccccc3)c3nnnn3C(C)(C)C)CC2)c1C (stereo not given)
3,-9,CCc1nc2sc3c(c2c(=O)o1)CCCC3
2,8,COc1ccc(/C=C/C(=O)NCC(=O)N/N=C/c2cc(Br)ccc2OC)cc1
-1,-6,COc1cccc(-c2cc3c(-n4cccc4)ncnc3o2)c1
19,-11,Cc1cccc(Cn2c(C(=O)OC(C)C)cc3c2ccn3C)c1
-7,1,COc1ccc(-c2cc(C(=O)Nc3ccccc3SC)no2)cc1

Taken from above.
Cc1cccc(N2CCN(C(c3ccccc3)c3nnnn3C(C)(C)C)CC2)c1C (stereo not given) in FXIIa single reads -1
COc1cccc(-c2cc3c(-n4cccc4)ncnc3o2)c1 in FXIIa single reads -6
COc1ccccc1C1CC(=O)NC(C)=C1C(=O)OCC1CCCO1 (stereo not given) in FXIa inh reads -4
Cc1cc(/N=C/C=C2\N(C)c3ccccc3C2(C)C)n(CCC#N)n1 in FXIIa single reads 7

More entries
FXIa inh,FXIIa single,canonical_smiles
-15,6,Cc1nn(Cc2ccccc2)c2c1C(c1cccc(Cl)c1)C(C#N)=C(N)O2 (stereo not given)
-2,-5,O=C(Nc1ccccc1)N1CCN(c2ccc(F)cc2)CC1
-5,5,COC(=O)c1[nH]c2cc(OC)c(OC)cc2c1NC(=O)Oc1ccccc1
6,6,Cc1cc(Cl)ccc1OCC(=O)OC(C)C(=O)N(C)C (stereo not given)
-1,5,CC1=CC(C)(C)N(C)C(=O)N1c1ccc(Cl)cc1
-3,-3,CC(=O)C1=C(C)N(Cc2ccco2)C(=O)C1(NC(=O)C1CCCCC1)C(F)(F)F (stereo not given)
0,7,COc1ccc(OCC(O)Cn2c(=N)n(Cc3ccccc3)c3ccccc32)cc1 (stereo not given)
15,-9,O=C(Nc1cccc(C(F)(F)F)c1)c1cc(-c2ccc(F)cc2)on1
5,5,COc1ccc(S(=O)(=O)N2CCCC(C(=O)NCc3ccccn3)C2)cc1 (stereo not given)
9,3,COC(=O)Cc1[nH]n(-c2nc3ccccc3s2)c(=O)c1C(C)=O

Looked up by structure from the list above:
FXIa inh,FXIIa single,canonical_smiles
9,3,COC(=O)Cc1[nH]n(-c2nc3ccccc3s2)c(=O)c1C(C)=O
-15,6,Cc1nn(Cc2ccccc2)c2c1C(c1cccc(Cl)c1)C(C#N)=C(N)O2 (stereo not given)
-3,-3,CC(=O)C1=C(C)N(Cc2ccco2)C(=O)C1(NC(=O)C1CCCCC1)C(F)(F)F (stereo not given)
-1,5,CC1=CC(C)(C)N(C)C(=O)N1c1ccc(Cl)cc1

More records follow.
FXIa inh,FXIIa single,canonical_smiles
7,8,O=C(NCc1n[nH]c(=S)n1-c1ccc(F)cc1)c1ccc(S(=O)(=O)N2CCCC2)cc1
-1,-4,CO/N=C(\C)c1ncc(C(F)(F)F)cc1N1CCOCC1
-5,7,Cc1cc(NC(=O)CCNS(=O)(=O)c2cc(Br)cnc2N)ccc1Br
6,1,Cc1ccc(OCc2nc(-c3ccc(-n4cccc4)cc3)no2)cc1C
31,-13,Cc1nc(SCC(=O)NCCc2ccccc2)c2oc3ccccc3c2n1
1,8,COc1ccc(Nc2nc(C)nc3c2nnn3Cc2ccccc2)cc1OC
-2,12,Cc1cccc(S(=O)(=O)N(CC(=O)Nc2ccccc2C)Cc2ccco2)c1
19,10,CC(=O)SCC(=O)N=c1sc2cc(F)ccc2n1C
-11,5,CCCCSc1nnc(-c2ccc(C)cc2)n1C
2,3,N#CC1=C(c2ccccc2)/C(=C/c2ccccc2)OC1=O
0,4,COc1cccc2cc(C(=O)n3ccc(C)n3)c(=O)oc12
6,8,Cc1c(Cl)c(C(=O)Nc2nc3ccccc3n2CCN2CCCCC2)nn1C

Ordered by molar mass (rising): part of the list above
FXIa inh,FXIIa single,canonical_smiles
14,4,Cc1nc2ccccc2cc1C(=O)O
12,9,N#CC1=C(N)NC(SCC(=O)c2ccc(Cl)cc2)=C(C#N)C12CCCC2
5,5,COc1ccc(S(=O)(=O)N2CCCC(C(=O)NCc3ccccn3)C2)cc1 (stereo not given)

An excerpt. The share of hits here may be higher or lower than overall.
